Bioassay records (PubChem BioAssay)
hERG protect = compounds protecting human hERG from proarrhythmic drug block | Q12809 | CHO-hERG, FluxOR thallium flux, dofetilide IC70 present | activation (rescue from dofetilide block), less the hit threshold, % at 10 µM | 0.51% of 310,000 active;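 active = activation above the mean of controls blocked by dofetilide plus 5 SD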;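 also: thallium influx through hERG after potassium depolarization seen as dye fluorescence rise; in these data hits start at about 4.7%; inactives centre near -7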
TRPC4 agonist = TRPC4 (mouse) channel activation; AID 2237; 0.49% of 310,000 active; HEK293 TRPC4beta/mu-opioid, Fluo4 calcium fluorescence; stronger effect = higher value; B-score at 10 µM; Q9QUQ5;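 active = B-score above 5 SD of library B-scores, and initial fluorescence ratio not above library mean plus 5 SD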;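 also: positive B-score marks a calcium rise read as TRPC4 activation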
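System: HEK293 cells stably co-expressing mouse TRPC4beta and mu-opioid receptor; Schedule: Fluo4 dye loading 45 min at room temperature, 110 s recording; Detection: Fluo4 fluorescence, kinetic; Evaluation: B-scored integrated calcium fluorescence ratio; Controls: buffer (low) and maximal DAMGO (high).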
ANO1 activ = activates or potentiates the mouse TMEM16A chloride channel; Q8BHY3; 0.3% of 340,000 active; B-score at 10 µM; HEK293 TMEM16A/YFP-H148Q/I152L, iodide quench fluorescence; stronger effect = lower value; AID 623877;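 active = fluorescence-ratio B-score plate-corrected deviation score at least 3 library SD below zero, with starting fluorescence score within 5 deviations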;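 also: channel opened by trigger with iodide after compound preincubation; score built on the fluorescence ratio of max minus min over baseline; more negative score means more quench and so TMEM16A activation or potentiation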
TRPC4 potent = TRPC4 (mouse) allosteric potentiation | B-score at 10 µM | Q9QUQ5 | HEK293 TRPC4beta/mu-opioid, DAMGO EC20, Fluo-4 Ca2+ flux; stronger effect = higher value | 0.42% of 310,000 active;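 active = B-score of calcium response area above 5 SD of library B-scores, with initial fluorescence ratio within 5 SD of library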;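 also: B-score of integrated fluorescence ratio over time as area under calcium response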
KCNK3 inh = human KCNK3 channel inhibition, primary screen; CHO-KCNK3 thallium flux, FluxOR fluorescence; stronger effect = lower value; 0.84% of 340,000 active; B-score at 10 µM;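 active = B-score under library mean minus 4 SD, starting fluorescence ratio at most library mean plus 5 SD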;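 also: more negative B-score means stronger inhibition of thallium flux through KCNK3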
Target sequence (O14649 whole entry, looked up): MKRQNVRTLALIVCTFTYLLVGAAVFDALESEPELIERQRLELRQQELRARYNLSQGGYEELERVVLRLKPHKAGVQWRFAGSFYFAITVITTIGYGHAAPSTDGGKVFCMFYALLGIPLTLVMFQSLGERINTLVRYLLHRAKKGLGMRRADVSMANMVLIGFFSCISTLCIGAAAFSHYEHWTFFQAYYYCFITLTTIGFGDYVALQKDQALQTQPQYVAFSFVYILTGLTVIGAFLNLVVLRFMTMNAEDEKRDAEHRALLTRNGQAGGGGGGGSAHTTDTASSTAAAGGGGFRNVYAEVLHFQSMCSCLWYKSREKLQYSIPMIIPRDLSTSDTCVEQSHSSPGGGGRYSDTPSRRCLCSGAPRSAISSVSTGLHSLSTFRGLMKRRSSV
Dyrk1A ADPGlo = blocks rat Dyrk1A kinase activity. Q63470. ADP-Glo luminescence, NFATc1 peptide. inhibition, % at 12.5 µM. 0.43% of 310,000 active. AID 504441; in the data active = inhibition above about 50%;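 also: plate controls were vehicle with enzyme for no effect and no enzyme for full effect; many of its hits are not listed in these tables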
KCNQ1 block = human KCNQ1 channel inhibition; P51787; CHO-K1 KCNQ1, FluxOR thallium flux fluorescence; stronger effect = higher value; B-score at 10 µM; 1.3% of 310,000 active;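 active = compounds whose thallium flux B-score, printed positive for inhibition, exceeds three library SD while starting fluorescence stays within three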;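 also: channel opened by potassium depolarization with thallium stimulus after 20 min compound exposure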
KCNK9 inh = human KCNK9 channel inhibition; Q9NPC2; HEK293 KCNK9, FluxOR thallium flux fluorescence; stronger effect = lower value; B-score at 10 µM; 1.2% of 310,000 active;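 active = ratio B-score over 3 SD below the library mean, with starting fluorescence within 5 SD of its mean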;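 also: negative B-score means less thallium flux so channel inhibition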
HDAC3 inhib = blocks human histone deacetylase 3. O15379. recombinant HDAC3, fluorogenic peptide/trypsin coupled, fluorescence. inhibition, % at 8.3 µM. 0.15% of 320,000 active; in the data active = inhibition above about 26%, passing the limit was not always enough; inconclusive = no clear call, values can overlap the other calls
Target sequence (O15379 whole entry, looked up): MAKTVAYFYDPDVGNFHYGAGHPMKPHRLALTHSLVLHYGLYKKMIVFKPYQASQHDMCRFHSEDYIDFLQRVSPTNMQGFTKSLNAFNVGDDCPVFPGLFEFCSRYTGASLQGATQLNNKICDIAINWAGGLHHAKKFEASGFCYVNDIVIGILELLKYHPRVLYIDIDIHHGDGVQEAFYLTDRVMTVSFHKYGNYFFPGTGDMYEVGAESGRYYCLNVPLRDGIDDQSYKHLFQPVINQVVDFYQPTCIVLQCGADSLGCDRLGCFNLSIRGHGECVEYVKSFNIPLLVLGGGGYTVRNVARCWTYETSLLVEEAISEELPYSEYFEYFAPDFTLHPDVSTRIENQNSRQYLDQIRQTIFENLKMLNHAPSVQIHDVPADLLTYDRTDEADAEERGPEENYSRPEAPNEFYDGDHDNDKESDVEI
KCNQ1 act = potentiates or activates the human KCNQ1 potassium channel | P51787 | CHO-K1 KCNQ1, thallium flux FluxOR fluorescence; stronger effect = higher value | B-score at 10 µM | 0.35% of 310,000 active | AID 2648;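 active = fluorescence ratio B-score, a plate-corrected score, at least three library SD, with initial intensity B-score within 5 SD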
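Assay system: CHO-K1 cells stably expressing KCNQ1. Medium: assay buffer for compound exposure, DMSO matched across wells. Timing: 37 °C overnight plating, 90-min dark dye load, 20-min compound pretreatment. Signal: kinetic FluxOR fluorescence, 10 s baseline plus 110 s post-stimulus.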
TMEM16A inh = blocks the mouse calcium-activated chloride channel TMEM16A | Q8BHY3 | HEK293 TMEM16A/YFP iodide influx fluorescence, ionomycin | normalized B-score (activity score, 25-100; higher = stronger inhibition) at 10 µM | 1.2% of 310,000 active | AID 588511;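 active = ratio plate-corrected score three or more library SD toward inhibition, starting fluorescence score within five deviations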;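 also: score derived from kinetic fluorescence span divided by baseline fluorescence per well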
* hit, by the source's call; i = inactive; ? = inconclusive; · = no result given. A portion of the library (hit frequency here may not be typical).

SMILES	hERG protect	TRPC4 agonist	ANO1 activ	TRPC4 potent	KCNK3 inh	Dyrk1A ADPGlo	KCNQ1 block	KCNK9 inh	HDAC3 inhib	KCNQ1 act	TMEM16A inh
Cc1cccc(/C=C/C(=O)c2ccc(N3CCOCC3)cc2)c1	-2	i	·	i	·	·	i	i	-6	i	i
Cc1cc(C(=O)N/N=C/c2ccc[nH]2)n[nH]1	-5	i	i	i	i	1	i	i	7	i	i
O=C(O)CCC(=O)NC(c1ccccc1)c1ccccc1	-2	i	i	i	i	-3	i	i	-15	i	i
CC(C)c1nnc(NC(=O)c2ccc3c(c2)OCO3)s1	-9	i	i	i	i	-7	i	i	1	i	i
C#CCSc1nc(-c2ccccc2)cc(C(F)(F)F)c1C#N	-9	i	i	i	i	1	i	-14*	-2	i	i
CCCc1nc2ccccc2c(=O)n1/N=C/c1ccc(O)c(O)c1	-23	i	i	i	i	6	i	i	2	i	i
CCOc1ccc(NC(=O)C2CCC(N3C(=O)C4CC=CCC4C3=O)CC2)cc1 (stereo not given)	-10	i	i	i	i	5	i	i	5	i	i
O=C(CCc1ccc(S(=O)(=O)N2CCOCC2)cc1)NCCCN1CCCC1=O	-6	i	i	i	i	1	i	i	-3	i	i
Cn1c(-c2ccc3c(c2)OCO3)cnc1NCc1cccc(O)c1	-14	i	i	i	i	39	i	i	-2	i	i
CCOc1ccc(CCNC(=O)c2ccc(C)c(NC3=NC4CS(=O)(=O)CC4S3)c2)cc1 (stereo not given)	-4	i	i	i	i	4	i	i	-12	i	i
CCN(CC)S(=O)(=O)c1cccc(NC(=O)COC(=O)CNC(=O)c2cccc(F)c2)c1	-15	i	i	i	i	2	i	i	-5	i	i
CN(C)CCNC(=S)Nc1ccc(-c2nc3ccccc3[nH]2)cc1	-12	i	i	i	i	18	i	i	5	i	i
CCCNC(=O)COC(=O)/C=C/c1ccc2c(c1)OCO2	-4	i	i	i	i	4	i	i	1	i	i
NS(=O)(=O)c1ccc(N2C(=O)C3CC=CCC3C2=O)cc1 (stereo not given)	-9	i	i	i	i	-1	i	i	6	i	i
CCc1ccccc1N(C)C(=O)CCc1nc(-c2ccc(C)cc2)no1	-6	i	i	i	i	-3	i	i	10	i	100*
Cc1ccccc1N=Cc1cc2c(cc1O)OC(N)=C(C#N)C2c1ccccc1 (stereo not given)	-10	i	i	i	i	2	i	i	0	i	i
Cc1cc(Br)ccc1N=C1C(=O)Nc2ccccc21	-9	i	i	i	i	3	i	i	9	i	i
O=C(NCC1CC1)C1(C(F)(F)F)CC(CCCO)CCCO1 (stereo not given)	-10	i	i	i	i	0	i	i	-1	i	i
O=S1(=O)[C@H]2CC3O[C@]2(C[C@@H]3c2ccc(F)cc2)CN1Cc1ccc(Cl)cc1	0	i	i	i	i	8	i	i	-3	i	i
O=C(c1ccncc1)N1CCCC(N2CCN(c3cccc(C(F)(F)F)c3)CC2)C1 (stereo not given)	-13	i	i	i	i	-1	i	i	1	i	i

Look-ups from the results shown:
In hERG protect, `Cc1cccc(/C=C/C(=O)c2ccc(N3CCOCC3)cc2)c1` has the entry -2
In HDAC3 inhib, `CCOc1ccc(NC(=O)C2CCC(N3C(=O)C4CC=CCC4C3=O)CC2)cc1` (stereo not given) has the entry 5

Structures above with four or more nitrogen atoms (three):
SMILES	hERG protect	TRPC4 agonist	ANO1 activ	TRPC4 potent	KCNK3 inh	Dyrk1A ADPGlo	KCNQ1 block	KCNK9 inh	HDAC3 inhib	KCNQ1 act	TMEM16A inh
Cc1cc(C(=O)N/N=C/c2ccc[nH]2)n[nH]1	-5	i	i	i	i	1	i	i	7	i	i
CN(C)CCNC(=S)Nc1ccc(-c2nc3ccccc3[nH]2)cc1	-12	i	i	i	i	18	i	i	5	i	i
O=C(c1ccncc1)N1CCCC(N2CCN(c3cccc(C(F)(F)F)c3)CC2)C1 (stereo not given)	-13	i	i	i	i	-1	i	i	1	i	i

Next section.
SMILES	hERG protect	TRPC4 agonist	ANO1 activ	TRPC4 potent	KCNK3 inh	Dyrk1A ADPGlo	KCNQ1 block	KCNK9 inh	HDAC3 inhib	KCNQ1 act	TMEM16A inh
COc1ccc(OCC(=O)N/N=C2\CCCc3ccccc32)cc1	-6	i	i	i	i	6	i	i	-5	i	i
CCCN(C(=O)c1cn(C)c(=O)c2ccccc12)c1ccccc1C	-4	i	i	i	i	4	i	i	-7	i	i
CC1=CC(=O)C=CC1(C)C(Cl)Cl (stereo not given)	-5	i	i	i	i	-6	i	i	1	i	i
O=C(NCc1ccco1)C1CCCCN1S(=O)(=O)c1ccc(F)cc1 (stereo not given)	-7	i	i	i	i	-7	i	i	-2	i	i
COc1ccc(C)c(-n2c(N)cc(=O)n(Cc3ccccc3)c2=O)c1	-6	i	i	i	i	8	i	i	·	i	i
COc1cc(C(=O)Nc2nc(OC)c(-c3ccccc3)c(OC)n2)cc(OC)c1OC	-5	i	i	i	i	-13	i	i	-2	i	i
C=CCn1c(SCC(=O)Nc2cc(C)on2)nc2sc(C)c(C)c2c1=O	-12	i	i	i	i	1	i	i	1	i	i
C[C@@H](O)C1NC(=O)[C@H](CCCCN)NC(=O)c2cc([N+](=O)[O-])cc(I)c2NCCC[C@@H](C(N)=O)NC1=O (stereo not given in full)	-2	i	i	i	i	1	i	i	0	i	i
Cc1ccc(C(=O)/C=C/Nc2ccccc2C(N)=O)o1	-7	i	i	i	i	2	i	i	-7	i	i
NC(=O)c1c(NC(=O)c2ccccc2F)sc2c1CCCC2	-5	i	i	i	i	-4	i	i	-1	i	i
Cc1cc2c(c(Sc3ccccc3)n1)C(=O)OC2	-11	i	i	i	i	2	i	i	-4	i	i
COc1cc2c(cc1NC(=O)c1ccccc1F)CCCC2	-4	i	i	i	i	-1	i	i	2	i	i
O=C(O)C1(Cc2nc3ccccc3[nH]2)CCCC1	-7	i	i	i	i	4	i	i	-9	i	i
COC(=O)c1sc(S(=O)(=O)N2CCC(C(N)=O)CC2)c(C(=O)OC)c1C	-4	i	i	i	i	-3	i	i	1	i	i
CCS(=O)(=O)c1nc(S(=O)(=O)c2ccc(C)cc2)c(N2CCN(C)CC2)s1	-3	i	i	i	i	·	i	i	1	i	i
CS(=O)(=O)N1CCN(c2ccc([N+](=O)[O-])c(N3CCOCC3)c2)CC1	-11	i	i	i	i	12	i	i	2	i	i
CCOC(=O)CSc1ccc2nnc(CCNS(=O)(=O)c3ccccc3)n2n1	-14	i	i	i	i	2	i	i	-4	i	i
CSc1nnc(NC(=O)CCc2ccccc2)s1	-6	i	i	i	i	-2	i	i	-7	i	i
COc1ccc(OCC(O)Cn2c(Nc3ccccc3)nc3c2c(=O)n(C)c(=O)n3C)cc1 (stereo not given)	-12	i	i	i	i	-8	i	i	-5	i	i
CCOC(=O)c1ccc(NC(=O)N2CCCCCC2)cc1	-3	i	i	i	i	5	i	i	-2	i	i

5 records picked at random from those above:
SMILES	hERG protect	TRPC4 agonist	ANO1 activ	TRPC4 potent	KCNK3 inh	Dyrk1A ADPGlo	KCNQ1 block	KCNK9 inh	HDAC3 inhib	KCNQ1 act	TMEM16A inh
COc1cc2c(cc1NC(=O)c1ccccc1F)CCCC2	-4	i	i	i	i	-1	i	i	2	i	i
COc1cc(C(=O)Nc2nc(OC)c(-c3ccccc3)c(OC)n2)cc(OC)c1OC	-5	i	i	i	i	-13	i	i	-2	i	i
CSc1nnc(NC(=O)CCc2ccccc2)s1	-6	i	i	i	i	-2	i	i	-7	i	i
COc1ccc(C)c(-n2c(N)cc(=O)n(Cc3ccccc3)c2=O)c1	-6	i	i	i	i	8	i	i	·	i	i
C=CCn1c(SCC(=O)Nc2cc(C)on2)nc2sc(C)c(C)c2c1=O	-12	i	i	i	i	1	i	i	1	i	i

(further entries)
SMILES	hERG protect	TRPC4 agonist	ANO1 activ	TRPC4 potent	KCNK3 inh	Dyrk1A ADPGlo	KCNQ1 block	KCNK9 inh	HDAC3 inhib	KCNQ1 act	TMEM16A inh
O=C(Nc1csc([N+](=O)[O-])c1)Nc1c(Cl)cccc1Cl	-10	i	i	i	i	6	i	i	·	i	i
COc1ccccc1NC(=O)c1ccccc1N(Cc1ccccc1)S(C)(=O)=O	-13	i	i	i	i	·	i	i	-1	i	i
CS(=O)(=O)N(Cc1ccc(Cl)cc1)c1ccc(C(=O)N/N=C/c2cc3ccccc3nc2Cl)cc1	-9	i	i	i	i	-4	i	-7.3*	2	i	i
O=C(NC1CCCC1)C(c1ccc(O)cc1)N(CC1CCCO1)C(=O)C1COc2ccccc2O1 (stereo not given)	2	i	i	i	i	2	i	i	0	i	i
COc1ccc(C=O)c2[nH]c3c(Cl)ncnc3c12	-7	i	i	i	i	1	i	i	·	i	·
COc1ccc([N+](=O)[O-])cc1NC(=O)C(C)Sc1ccccc1 (stereo not given)	-6	i	i	i	i	-4	i	i	1	i	i
CCC(=O)N(CC)c1nc(-c2ccc(OC)cc2)cs1	9.0*	i	·	i	i	5	i	i	5	i	i
COc1ccc(/C(O)=C2/C(=O)C(=O)N(CCN(C)C)C2c2ccccc2)cc1Cl (stereo not given)	-5	i	i	i	i	-4	i	i	5	i	i
Cc1ccc2oc(=O)n(CCOc3ccccc3Cl)c2c1	-6	i	i	i	i	4	i	i	?	i	i
O=C(c1ccccc1)c1ccc2c(c1)OCCOCCOCCOCCO2	-2	i	i	i	i	-1	i	i	-3	i	i
